# Bioassay records as filed in PubChem BioAssay.
# ATXN viability = Viability Counterscreen for Primary qHTS for Inhibitors of ATXN expression; S2 cells (HEK-293 line with an ATXN2-luciferase reporter) viability, CellTiter-Fluor protease fluorescence, 24 h; Potency, µM (titrated, usually from 56.7 µM), most hits filed as cytotoxic; 0.49% of 400,000 active; AID 651635, 2014; further: potency means the concentration at half of the fitted maximal effect; nearly all actives have a fitted effect of over 40% in size
# TGFb SMAD3 inh = qHTS for Inhibitors of TGF-b | HepG2 CAGA-GFP TGF-b/SMAD3 reporter, GFP fluorescence, 18 h; TGF-beta stimulated, 500 pg/mL final | AID 588855, 2011 | 1.2% of 410,000 active | Potency, µM (doses to about 46.1 µM), for inactives: top-dose activity, negative = inhibition, hits mostly inhibitors; further: potency means the concentration at half of the fitted maximal effect; on the % scale 0 is the no-effect control and ±100 the full control effect; nearly all actives have a fitted effect of over 65% in size
#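 Using HEPG2 CAGA-GFP reporter cells at 1000 cells/well, we pinned test compounds, stimulated with recombinant TGF-beta (500 pg/mL final) and measured total well GFP after 18 h.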
# A549 viability = Nrf2 qHTS screen for inhibitors: counterscreen for cytotoxicity; A549 ARE-Fluc cells, CellTiter-Fluor viability, 18-24 h; Potency, µM (highest dose often 46 µM), for the others: at the top dose activity change, negative = cytotoxicity, hits mostly inhibitors; 0.16% of 390,000 active; further: potency means the concentration at half of the fitted maximal effect; on the % scale 0 is the no-effect control and ±100 the full control effect
#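 Cytotoxicity counterscreen: CellTiter-Fluor fluorescence was measured in A549 ARE_Fluc cells after 18-24 h of compound exposure in a concentration series. The subsequent BugLite luminescent read reports ARE-luciferase activity.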
# MCF10A rerep = A quantitative high throughput screen for small molecules that induce DNA re-replication in MCF 10a normal breast cells; MCF 10A DNA re-replication, Hoechst nuclear intensity, 48 h; 2.9% of 350,000 active; AID 624296, 2012; Potency, µM (highest dose often 46.1 µM), without a hit: at the highest dose activity, positive = re-replication, usual class: activators; further: potency means the concentration at half of the fitted maximal effect; % of control where 0% means no effect; nearly all actives have a fitted effect of over 50% in size
# Nrf2 activator = qHTS of Nrf2 Activators; AREc32 ARE-luciferase reporter (MCF7-derived line), luminescence, 24 h; Potency, µM (top dose mostly 46.1 µM), without a hit: at the highest dose activation, hits mostly activators; 0.31% of 410,000 active; further: potency means the concentration at half of the fitted maximal effect; % of control where 0% means no effect; nearly all actives have a fitted effect of over 65% in size
#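 Nrf2 activation is followed as ARE-luciferase induction in the AREc32 line after one day of compound treatment; luminescence is read with Steady-Glo.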
# HepG2 viability = qHTS for Inhibitors of TGF-b: Cytotox Counterscreen | HepG2 CAGA-GFP viability, ATP luminescence, 18 h | Potency, µM (top dose mostly 46.1 µM), for inactives: top-dose activity change, negative = cytotoxicity, usual class: cytotoxic | 0.76% of 410,000 active; further: potency means the concentration at half of the fitted maximal effect; some results filed as inactive show a strong effect at the top dose
#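 CellTiter-Glo luminescence gave cytotoxicity after 18 hours at 37 degrees C. The cells were HepG2 CAGA-GFP in 1% FBS DMEM, stimulated with 500 pg/mL TGF-beta after compound addition. %Activity was normalised to no-cell wells (complete cell-killing) and DMSO (no toxicity), and curves were fitted and classified.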
# IL1B secr inh = qHTS for Inhibitors of Inflammasome Signaling: IL-1-beta AlphaLISA Primary Screen. 4.7% of 360,000 active. activity change, % at 57.5 µM. THP-1 LPS/ATP IL-1B secretion, AlphaLISA, 16 h; hits give low values; in the data active means activity change below about -50%; inconclusive means mostly about -30% to -49%; further: on the % scale 0 is the no-effect control and ±100 the full control effect
#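 Secreted IL-1B measured by AlphaLISA bead assay after 16 h compound exposure of THP-1 cells; compounds (final up to 57.5 uM) added 1 h before LPS (250 ng/mL) and ATP (1.25 mM) stimulation; lower signal means less secretion.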
# Nrf2 block = Nrf2 qHTS screen for inhibitors | 2.1% of 360,000 active | Potency, µM (highest dose often 46 µM), inactives show at the top dose activity change, negative = inhibition, actives largely listed as inhibitors | AID 504444, 2011 | A549 ARE-Fluc reporter, luciferase luminescence, 18-24 h; further: potency means the concentration at half of the fitted maximal effect; on the % scale 0 is the no-effect control and ±100 the full control effect; nearly all actives have a fitted effect of over 60% in size
#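 Two sequential reads on A549 ARE_Fluc cells exposed to compound for 18-24 h: a CellTiter-Fluor fluorescence read for viability, then a luciferase luminescence read for Nrf2/ARE activity.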
# ATXN2 expr inh = Primary qHTS for Inhibitors of ATXN expression; AID 1745845, 2022; HEK-293 ATXN2-luciferase reporter, luminescence, 24 h; 0.72% of 360,000 active; Potency, µM (titrated, usually from 57 µM), without a hit: at the top dose activity change, negative = inhibition, hits mostly inhibitors; further: potency means the concentration at half of the fitted maximal effect; on the % scale 0 is the no-effect control and ±100 the full control effect; nearly all actives have a fitted effect of over 55% in size
#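 qHTS (up to 57 uM final) was run with 24 h compound exposure of reporter cells at 37 °C. Each well was multiplexed: SteadyGlo luminescence measured ATXN2-luciferase expression after a fluorogenic Gly-Phe-AFC viability readout (25 uM final).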
# Starred values were filed as active, the others as inactive; i = inactive; u = inconclusive; x = not tested or not shown; [ ] = dose if it differs, or a comment. Unless noted, the call rests on the fitted dose curve; in most records, active means well fitted curve in the direction sought with a large enough effect; inconclusive means small, poorly fitted or top-dose-only effect, or another doubt; inactive means no such curve, though single readings can be large; an effect the other way counts as inactive or inconclusive.
SMILES,ATXN viability,TGFb SMAD3 inh,A549 viability,MCF10A rerep,Nrf2 activator,HepG2 viability,IL1B secr inh,Nrf2 block,ATXN2 expr inh
CN(CC(=O)NC1CCN(Cc2ccccc2)CC1)S(=O)(=O)c1ccc2c(c1)c(=O)n(C)c(=O)n2C,i,-1%,16%,3%,-0.2%,4%,-20,3%,-8%
c1cc(-c2ccncc2)ccn1,i,-10%,1%,-6%,-0.1%,0%,29,-9%,-22%
CCOC(=O)/C=C1\CC(=O)Nc2cc(C)c(C)cc2N1,i,-4%,13%,3%,0.2%,-8%,-5,-14%,4%
O=C(Nc1ccccc1Cl)c1ccc2ccccc2c1,i,-11%,10%,-4%,8.9%,-31%,-25,-1%,-11%
CC(Oc1ccccc1)c1ccnc2nc(N3CCOCC3)nn12 (stereo not given),i,26%,2%,2%,-0.1%,8%,5,-10%,5%
COc1cc(NC(=O)CSc2nnc3c(n2)[nH]c2ccc(S(=O)(=O)NC(C)C)cc23)cc(OC)c1OC,u,-1%,-8%,5%,-0.9%,4%,11,-11%,x
CCCCCCCCCc1nc2sc3c(c2c(=O)n1NC(=O)c1ccc([N+](=O)[O-])cc1)CC(C)(C)OC3,i,u,u,6.5µM*,0.6%,-35%,1,u,u
CCOc1ccccc1C(=O)N1CCCCC1CCN1CCOCC1 (stereo not given),x,0%,9%,x,0.3%,-11%,x,9%,x
CCOC(=O)N(C)c1c(CC)nc2c(OCc3ccccc3C(=O)OC)cccn12,i,0%,x,x,0.0%[9.22 µM],-4%,6,x,u
Cc1cc(C)cc(OCC(O)CN2CC(C)OC(C)C2)c1 (stereo not given),i,0%,1%,-1%,-1.4%,-1%,7,-5%,-13%
O=c1nc2ccccc2c2n1CC(CN1CCN(c3ccc(F)cc3)CC1)N2 (stereo not given),i,0%,5%,1%,-0.5%,-3%,21,-3%,-3%
CCCNC(=O)c1cccc(Br)c1,i,12%,5%,2%,0.1%,-7%,-2,0%,-11%
O=C1N(Cc2cccnc2)C[C@@H]2C[C@@H](c3cccc(Oc4ccccc4)c3)N3CCC[C@@]123,i,-28%,4%,-3%,0.1%,-29%,14,-20%,-34%
CN(C)CCCn1c(N)c(C#N)c2nc3ccccc3nc21,x,5%,28%,18µM*,4.9%,16%,x,-5%,-31%
Cn1c2ccccc2c2cc(/C=N/NC(=O)c3cc(O)cc(O)c3)ccc21,i,u,0%,u,0.2%,-21%,-86*,0%,-13%
COc1ccc(-c2n[nH]c(C)c2-c2ccc(Cl)cc2)c(O)c1,i,u,-5%,u,3.8%,-83%,-18,-33%,-36%
C=CCn1c(SCC(=O)Nc2cc(Cl)ccc2C(=O)O)nc2sc(C)c(C)c2c1=O,i,10%,-6%,7%,-0.8%,8%,22,-6%,x
CC(C)(C)c1ccc(C2(C)NC(=O)N(CC(=O)c3ccc[nH]3)C2=O)cc1 (stereo not given),i,1%,0%,14%,-0.5%,-14%,-4,-15%,1%
O=C(Oc1cc(Cl)cc(Cl)c1)c1cnc2n(c1=O)CCS2,i,16%,-4%,7%,0.1%,-2%,23,23%,6%
COC(=O)Cn1c(N)[n+](Cc2ccccc2)c2ccccc21,i,7%,0%,10%,-0.3%,3%,0,-10%,8%
Cc1noc(C)c1COc1cccc(C(=O)OC(C)C(=O)Nc2ccc3c(c2)OCO3)c1 (stereo not given),u,-31%,-11%[1.84 µM],15µM*,-0.7%,-6%,0,u,-10%
CCCN1C(=O)c2ccc(C(=O)NC3CCCCC3)cc2C1=O,i,1%,-7%,0%,0.3%,4%,-8,14%,26%
CNC(=O)CCc1nc(-c2ccc(C(C)(C)C)cc2)no1,i,-3%,3%,-13%,-1.7%,2%,0,-13%,23%
CCN(C(=O)CSc1nc2n[nH]c(C)c2c(=N)n1-c1cccc(OC)c1)c1cccc(C)c1,x,u,-14%,x,-1.7%,-67%,x,x,u
COC(=O)Nc1nnc(COc2ccccc2)s1,i,-9%,5%,-14%,2.2%,-13%,x,3%,8%
CCN(CC)CCCN(Cc1cc2cc3c(cc2[nH]c1=O)OCO3)C(=S)NCc1ccco1,i,0%,7%,-31%[inhibitor],3.2%,-11%,-20,2%,-1%
COCC(C)n1c(COc2ccccc2F)nnc1SCC(=O)Nc1oc(C)c2c(C)n[nH]c(=O)c12 (stereo not given),i,-9%,-2%,2%,0.0%,-5%,6,2%,2%
CC1CCCCC1NC(=O)c1ccc(-n2cncn2)c([N+](=O)[O-])c1 (stereo not given),i,6%,-1%,2%,-0.6%,-26%,4,7%,-6%
CCOc1ccccc1CNC(=O)c1cc2c(=O)n(Cc3ccco3)ccc2nc1C,x,u,-2%,x,16%,-23%,x,6%,x
Cc1cc(-c2ccccc2)nc(SCc2ccc(C(=O)O)o2)n1,i,u,4%,-3%,0.1%,8%,28,9%,-3%
Nc1nc(-c2ccccc2)ns1,u,-2%,-3%,0%,5.0%,-2%,28,29%,32%
O=C(NNC(=S)NCc1ccccc1)c1cccc([N+](=O)[O-])c1,i,3%,7%,-4%,-0.3%,13%,-6,-28%,-22%
O=C(COC(=O)c1ccc([N+](=O)[O-])s1)NCc1ccc(F)cc1,i,3%,-4%,11%,5.1%,-27%,10,-3%,-4%
O=C(Nc1nc2ccccc2s1)C1CC(=O)N(c2ccc(Br)cc2)C1 (stereo not given),i,-17%,4%,u,0.1%,-26%,4,-9%,-1%
Clc1ccc(-c2nn3cnnc3s2)c(Cl)c1,i,-9%,1%,11%,-0.4%,-1%,-28,7%,12%
CC(CCc1ccccc1)NC(=O)COC(=O)c1ccc(NC(N)=O)cc1 (stereo not given),i,14%,5%,-3%,-0.6%,4%,28,-5%,4%
Cc1cc(C=NCCCO)c(C)n1-c1cc(Cl)ccc1Cl,i,u,-2%,-7%,2.3%,-13%,-9,0%,12%
COc1ccc(OC)c(NC(=O)C2CCCNC2=O)c1 (stereo not given),i,-12%,1%,2%,-0.1%,-8%,10,10%,9%
O=C(CN1CCN(C(=O)C2CCCO2)CC1)Nc1c(Cl)cccc1Cl (stereo not given),i,6%,-4%,-2%,-0.8%,1%,3,7%,-1%
CC(=O)C(Sc1ccc2nnc(-c3ccc(F)cc3)n2n1)C(C)=O,i,-1%,3%,19%,-1.8%,-8%,7,-11%,-16%
Cc1cc(Cl)ccc1NC(=S)N1CCOCC1,i,-1%,4%,3%,-0.8%,1%,-12,3%,8%
CCN(c1ccccc1)S(=O)(=O)c1ccc(OC)c(NC(=O)C2CC(=O)N(Cc3ccccc3)C2)c1 (stereo not given),i,-20%,12%,0%,0.5%,-11%,-54*,-13%,x
O=C(O)Cn1ncc2c1-c1ccoc1CC2,i,0%,2%,-7%,0.2%,1%,12,6%,-6%
COc1ccc2oc(C(=O)OCC(=O)NC(=O)NC(C)C)c(C)c2c1,x,-7%,-11%,-1%,-0.2%,-4%,0,-10%,x
CC(=O)N1c2ccccc2N2C(c3c(C)c(C)cc(C)c3C)=NON12,u,-22%,-3%,0%,-0.2%,-7%,-6,-29%,u

# Of the compounds above, 14 contain four or more nitrogen atoms.
SMILES,ATXN viability,TGFb SMAD3 inh,A549 viability,MCF10A rerep,Nrf2 activator,HepG2 viability,IL1B secr inh,Nrf2 block,ATXN2 expr inh
CN(CC(=O)NC1CCN(Cc2ccccc2)CC1)S(=O)(=O)c1ccc2c(c1)c(=O)n(C)c(=O)n2C,i,-1%,16%,3%,-0.2%,4%,-20,3%,-8%
CC(Oc1ccccc1)c1ccnc2nc(N3CCOCC3)nn12 (stereo not given),i,26%,2%,2%,-0.1%,8%,5,-10%,5%
COc1cc(NC(=O)CSc2nnc3c(n2)[nH]c2ccc(S(=O)(=O)NC(C)C)cc23)cc(OC)c1OC,u,-1%,-8%,5%,-0.9%,4%,11,-11%,x
CCCCCCCCCc1nc2sc3c(c2c(=O)n1NC(=O)c1ccc([N+](=O)[O-])cc1)CC(C)(C)OC3,i,u,u,6.5µM*,0.6%,-35%,1,u,u
O=c1nc2ccccc2c2n1CC(CN1CCN(c3ccc(F)cc3)CC1)N2 (stereo not given),i,0%,5%,1%,-0.5%,-3%,21,-3%,-3%
CN(C)CCCn1c(N)c(C#N)c2nc3ccccc3nc21,x,5%,28%,18µM*,4.9%,16%,x,-5%,-31%
CCN(C(=O)CSc1nc2n[nH]c(C)c2c(=N)n1-c1cccc(OC)c1)c1cccc(C)c1,x,u,-14%,x,-1.7%,-67%,x,x,u
CCN(CC)CCCN(Cc1cc2cc3c(cc2[nH]c1=O)OCO3)C(=S)NCc1ccco1,i,0%,7%,-31%[inhibitor],3.2%,-11%,-20,2%,-1%
COCC(C)n1c(COc2ccccc2F)nnc1SCC(=O)Nc1oc(C)c2c(C)n[nH]c(=O)c12 (stereo not given),i,-9%,-2%,2%,0.0%,-5%,6,2%,2%
CC1CCCCC1NC(=O)c1ccc(-n2cncn2)c([N+](=O)[O-])c1 (stereo not given),i,6%,-1%,2%,-0.6%,-26%,4,7%,-6%
O=C(NNC(=S)NCc1ccccc1)c1cccc([N+](=O)[O-])c1,i,3%,7%,-4%,-0.3%,13%,-6,-28%,-22%
Clc1ccc(-c2nn3cnnc3s2)c(Cl)c1,i,-9%,1%,11%,-0.4%,-1%,-28,7%,12%
CC(=O)C(Sc1ccc2nnc(-c3ccc(F)cc3)n2n1)C(C)=O,i,-1%,3%,19%,-1.8%,-8%,7,-11%,-16%
CC(=O)N1c2ccccc2N2C(c3c(C)c(C)cc(C)c3C)=NON12,u,-22%,-3%,0%,-0.2%,-7%,-6,-29%,u
